# Source: PubChem (several laboratories)
# eLon inh – inhibitors of E. coli Lon protease | purified E. coli Lon protease, fluorescence polarization | inhibition, % at 7.94 µM | actives 0.42% (n = 360,000) | AID 602123; in the data active = inhibition above about 13%, passing the limit was not always enough;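 also: 0% = enzyme with probe and DMSO and 100% = no enzyme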
# STEP block – STEP (human) phosphatase inhibition; actives 0.25% (n = 360,000); recombinant STEP, OMFP fluorogenic substrate, fluorescence; inhibition, % at 20 µM; P54829;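 active = inhibition at 20 µM, scaled per plate between control wells, above about 37%, limit read from the data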;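 also: 0% = DMSO with enzyme and substrate and 100% = substrate only without enzyme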
#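 material = STEP tyrosine phosphatase | reagent = fluorogenic phosphatase substrate OMFP at 25 µM final | doses = single compound dose of 20 µM, 1% DMSO final | schedule = 20 min reaction, room temperature, in the dark | measured by = fluorescence, 480/540 nm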
# DNMT1 inh – blocks human DNA methyltransferase DNMT1 | P26358 | inhibition (reported as % activation of signal), % at 10 µM | actives 0.83% (n = 360,000) | DNMT1 molecular beacon, Hinp1I cleavage, fluorescence; in the data active = inhibition above about 50%
# MsrA inh – inhibitors of bovine MsrA. purified bovine MsrA, absorbance read-out. inhibition, % at 15.5 µM. actives 0.75% (n = 360,000); in the data active = inhibition above about 4.5%;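 also: 0% = vehicle wells with enzyme and 100% = reference inhibitor wells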
# Tb MetRS inh – Trypanosoma brucei MetRS inhibition | purified T. brucei MetRS, ATP depletion, Kinase-Glo luminescence | inhibition, % at 11.9 µM | actives 0.4% (n = 360,000) | AID 624268;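 active = inhibition above a per-plate cutoff of the control wells' mean inhibition plus 3 SD, cut at about 5.5% in these data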;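 also: 0% = DMSO wells median and 100% = median of wells with control inhibitor compound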
#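 System: purified T. brucei MetRS enzyme / Detection: Kinase-Glo luciferase luminescence reporting remaining unconsumed ATP / Medium: HEPES buffer with MgCl2, KCl, DTT, spermine, BSA, pyrophosphatase / Replication: singlicate, one well per compound / Evaluation: percent inhibition relative to median high and low control wells / Schedule: 2 h aminoacylation at 25 °C after 15 min preincubation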
# Scp1 inh – inhibitors of human Scp-1 phosphatase; actives 0.88% (n = 340,000); Recombinant Scp1, phosphopeptide, malachite green phosphate absorbance; AID 493091; Q9GZU7; inhibition, % at 20 µM;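 active = inhibition above about 50% at 20 µM, limit read from the data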;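 also: plate controls were DMSO wells with enzyme for no effect and wells lacking enzyme for full effect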
#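 Material: truncated SCP-1 phosphatase (76-261aa) / Buffer or medium: 50 mM Tris acetate pH 5.5, 0.005% Tween-20, 10 mM MgCl2 / Compound dosing: one concentration, 20 µM, with 1.0% DMSO / Incubation: 45 min room-temperature reaction, 5 min colour, 30 min stabiliser / Detection: colorimetric free-phosphate detection, absorbance 630 nm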
# CendR NRP1 mod – NRP-1/CendR interaction modulation. FAM-RPARPAR peptide binding to NRP-1, fluorescence polarization. AID 602438. actives 0.85% (n = 360,000). inhibition, % at 25 µM;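 active = inhibition or corrected inhibition above about 18%, plus a signal ratio from 0.5 to 1.5, limit read from the data, passing the limit was not always enough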; also: strong numbers were not always called active
# Target sequence (O14786 whole entry, looked up): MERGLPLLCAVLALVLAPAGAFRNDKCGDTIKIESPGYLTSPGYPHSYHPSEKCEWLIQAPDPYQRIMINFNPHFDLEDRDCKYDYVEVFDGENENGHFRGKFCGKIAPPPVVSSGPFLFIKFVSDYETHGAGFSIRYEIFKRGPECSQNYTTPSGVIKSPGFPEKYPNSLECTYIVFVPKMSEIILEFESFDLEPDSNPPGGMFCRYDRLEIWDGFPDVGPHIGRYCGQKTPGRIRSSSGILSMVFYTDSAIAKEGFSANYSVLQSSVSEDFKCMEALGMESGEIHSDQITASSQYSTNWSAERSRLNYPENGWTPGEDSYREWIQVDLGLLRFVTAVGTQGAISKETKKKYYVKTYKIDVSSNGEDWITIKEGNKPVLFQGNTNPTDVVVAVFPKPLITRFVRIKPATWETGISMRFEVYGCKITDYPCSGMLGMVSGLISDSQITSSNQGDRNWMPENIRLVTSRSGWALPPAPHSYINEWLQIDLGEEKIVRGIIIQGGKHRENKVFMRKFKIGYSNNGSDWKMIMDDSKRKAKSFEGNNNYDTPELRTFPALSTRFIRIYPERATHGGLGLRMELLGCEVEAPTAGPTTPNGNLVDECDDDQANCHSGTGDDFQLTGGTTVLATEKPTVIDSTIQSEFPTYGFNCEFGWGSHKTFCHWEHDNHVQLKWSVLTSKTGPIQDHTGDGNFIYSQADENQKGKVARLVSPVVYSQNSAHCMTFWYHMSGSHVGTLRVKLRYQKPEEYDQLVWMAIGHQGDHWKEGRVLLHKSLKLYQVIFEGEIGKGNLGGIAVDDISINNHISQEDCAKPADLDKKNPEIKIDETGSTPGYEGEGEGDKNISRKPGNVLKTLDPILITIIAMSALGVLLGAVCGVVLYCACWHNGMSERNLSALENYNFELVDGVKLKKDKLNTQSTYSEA
# MsrA act – activators of bovine methionine sulfoxide reductase A; AID 602163; actives 0.3% (n = 360,000); purified bovine MsrA, absorbance read-out; activation, % at 10.6 µM; in the data active = activation above about 7.5%;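 also: 0% = vehicle and 100% = reference activator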
# LMPTP inh – blocks human LMPTP phosphatase | actives 0.22% (n = 360,000) | inhibition, % at 20 µM | recombinant LMPTP-A, OMFP fluorogenic substrate, fluorescence intensity;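 active = compounds that cut the enzyme signal by at least half of the control window in the single-dose screen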;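 also: plate controls were DMSO wells with enzyme plus substrate for no effect and substrate without enzyme for full effect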
# Target sequence (P24666 whole entry, looked up): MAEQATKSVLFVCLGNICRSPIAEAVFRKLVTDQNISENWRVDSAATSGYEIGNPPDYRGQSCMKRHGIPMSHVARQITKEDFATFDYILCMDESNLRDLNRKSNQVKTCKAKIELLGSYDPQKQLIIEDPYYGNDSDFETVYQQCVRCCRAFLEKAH
#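 Test system: LMPTP-A phosphatase enzyme. Amount: LMPTP-A at 0.625 nM final in the reaction. Reagent: OMFP substrate, 400 µM final. Times: 50 min at room temperature. Signal: endpoint fluorescence intensity from OMFP dephosphorylation. Read-out basis: % inhibition. Benchmarks: no-enzyme and uninhibited controls.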
# SUMO1-SIM PPI – alters human SUMO1 binding to SIM partners; inhibition, % at 20 µM; actives 0.33% (n = 360,000); SUMO1 binding to a labelled peptide, TR-FRET, 1 h; P63165; AID 602429; in the data active = inhibition above about 37%
# Starred values were filed as active, the others as inactive; x = no result given.
SMILES,eLon inh,STEP block,DNMT1 inh,MsrA inh,Tb MetRS inh,Scp1 inh,CendR NRP1 mod,MsrA act,LMPTP inh,SUMO1-SIM PPI
Cc1c(Cl)cccc1NC(=O)Cn1cc(C(F)(F)F)cc(Cl)c1=O,-2,-1,-1,-0.9,-0.4,-5,-4,-4,-1.0,-1
CC(C)NC(=O)Nc1nnc([C@@H]2C[C@H](O)[C@@H](CO)O2)s1,-4,6,5,0.2,0.5,x,7,-1,-2.1,-1
Cc1ccc(CSCCNC(=O)CSCc2ccc([N+](=O)[O-])cc2)cc1,6,2,-8,-0.1,-0.7,-6,0,-3,0.8,-12
CCN(CC(=O)Nc1ccccc1SC)Cc1nc2ccccc2c(=O)[nH]1,-5,-1,3,0.7,0.0,-2,-5,-4,-2.3,1
Cc1ccc(-c2nc(-c3ccccc3)no2)cc1,0,0,0,-0.1,-0.6,-7,10,-2,-0.8,4
CCOC(=O)CNC(=O)CSc1ncnc2c1cnn2-c1ccc(C)cc1,-2,-4,2,0.2,-1.4,0,6,-7,-1.8,1
Cc1ccc(Nc2nc(NCCO)c3ccccc3n2)cc1C,-6,2,0,0.9,0.1,-12,0,-2,9.0,5
COc1ccc(CN(C)[C@H]2C[C@H]3c4[nH]c5ccccc5c4CCN3C[C@H]2[C@H](C)O)cc1,-1,2,-6,0.8,0.3,x,-7,-2,0.8,-2
CCOC(=O)c1nnc(-c2cccs2)nc1NC(C)C,-1,-2,5,2.5,-1.7,-3,2,-12,0.2,-13
O=C(CN1CCCC1)Nc1cccc(Cl)c1,-7,2,0,-1.0,-0.3,-7,3,-4,-0.5,3
O=C(CSc1nnc(NC(=O)c2ccco2)s1)Nc1cccc(F)c1,-7,-2,2,2.5,0.0,-8,4,-1,-0.2,9
CC(=O)N1c2ccc(S(=O)(=O)N3CCCC(C(=O)NC4CCCC(C)C4C)C3)cc2CC1C (stereo unspecified),-4,-1,-2,-0.5,0.3,-3,3,-2,-0.6,5
O=C(COC(=O)c1ccc(F)cc1F)NCCC1=CCCCC1,9,-1,0,0.5,-0.7,-2,10,-12,-0.2,6
O=c1oc2ccccc2c(NC2CCCCC2)c1NS(=O)(=O)c1ccc(Br)cc1,7,2,-1,x,0.0,-8,1,-2,2.8,15
CCOC(=O)C1=C(CC)Nc2ccccc2N=C1NC(=O)Nc1ccc(Cl)c(Cl)c1,2,-1,-17,0.7,37*,-5,-2,0,5.4,-3
FC(F)(F)c1nc2nc(Cl)c(Cl)nc2n1CCCN1CCOCC1,31*,0,-2,0.6,0.0,x,6,0,-2.0,-12
CC(C)N(C(=O)[C@H]1CC(CC(=O)NCCc2ccccn2)C(=O)N2CCc3c([nH]c4ccccc34)[C@]12C)C(C)C (stereo partly specified),-3,1,5,-0.4,-1.4,0,7,-3,-8.0,4
CC(=O)c1cccc(NC(=S)NC2CCCCC2)c1,11,-1,6,0.2,0.2,-1,2,-1,-0.1,3
CCCc1cc(=O)oc2c(CN3CCCC3)c(O)ccc12,-7,9,0,2.6,0.0,-7,1,-4,1.5,6
COc1ccc(CN(C)S(=O)(=O)c2ccc3c(c2)OCCO3)cc1,4,0,-1,1.3,0.0,-14,11,-1,1.7,6
CCOc1ccc(S(=O)(=O)NN)cc1,5,-3,4,0.0,-0.6,-2,5,-1,0.1,-2
CC(C)n1ncc2c(C(=O)NCCc3ccc(S(N)(=O)=O)cc3)cc(C3CC3)nc21,-15,-1,-3,-1.3,0.0,2,-18,1,0.2,2
CCOC(=O)C1CCCN(c2oc(-c3ccc(OC)cc3)nc2C#N)C1 (stereo unspecified),3,0,1,0.8,-0.4,-6,-5,-2,1.4,0
CC(C)c1nnc(NC(=O)CC(C)c2ccccc2)s1 (stereo unspecified),-10,-4,2,1.4,-1.7,-12,11,-3,-1.2,1
Cc1cc(Cl)ccc1OCC(=O)Nc1ccccc1CO,1,-1,-2,-0.1,2.1,11,2,0,0.0,2
S=C(NCc1cccs1)Nc1ccccc1,10,-2,1,-1.9,-0.7,-10,4,0,-1.5,-2
COc1cccc(CNC(=O)CCC(=O)N2CCOCC2)c1,-21,0,3,0.3,-0.2,-4,5,-4,-9.0,-6
CN1OC[C@@H]2CN(C(=S)NCCc3ccccc3)[C@H](c3ccccc3Br)C[C@@H]21,0,6,8,0.6,-0.9,x,8,-2,-0.5,1
Cc1ccc(C)c(N2CCN(C(=O)CCCn3ncn4c(cc5occc54)c3=O)CC2)c1,-3,1,1,1.1,0.1,-2,-2,-2,0.7,-1
O=C(c1cc(C2CC2)nn1-c1ccccc1)N1CCN(S(=O)(=O)c2c(F)cccc2F)CC1,0,1,-6,0.9,-0.1,-6,2,-3,1.1,-1

# Compound profiles (already shown). Order of screens: eLon inh, STEP block, DNMT1 inh, MsrA inh, Tb MetRS inh, Scp1 inh, CendR NRP1 mod, MsrA act, LMPTP inh, SUMO1-SIM PPI
# Profile of `COc1cccc(CNC(=O)CCC(=O)N2CCOCC2)c1` = -21, 0, 3, 0.3, -0.2, -4, 5, -4, -9.0, -6
# Profile of `S=C(NCc1cccs1)Nc1ccccc1` = 10, -2, 1, -1.9, -0.7, -10, 4, 0, -1.5, -2

# Shown as a hit in eLon inh, of those listed so far:
SMILES,eLon inh,STEP block,DNMT1 inh,MsrA inh,Tb MetRS inh,Scp1 inh,CendR NRP1 mod,MsrA act,LMPTP inh,SUMO1-SIM PPI
FC(F)(F)c1nc2nc(Cl)c(Cl)nc2n1CCCN1CCOCC1,31*,0,-2,0.6,0.0,x,6,0,-2.0,-12

# (continued)
SMILES,eLon inh,STEP block,DNMT1 inh,MsrA inh,Tb MetRS inh,Scp1 inh,CendR NRP1 mod,MsrA act,LMPTP inh,SUMO1-SIM PPI
COc1cc(C(=O)NCc2nnc(SCC(=O)N3CCCC3)o2)cc(OC)c1OC,-3,0,1,-0.7,-0.5,4,4,-9,-1.1,4
CCCCOc1ccc(NC(=O)CN2CCN(CC)CC2)cc1,-2,0,-4,-0.5,-0.3,-12,0,-2,-3.1,4
N#C/C=C1/NC(=O)c2ccccc2S1,-36,1,0,0.7,0.6,-3,-1,1,-1.6,2
COc1ccc(NS(=O)(=O)c2ccc(N3CC(O)=C(c4ccccc4)C3=N)cc2)cc1,6,2,1,-0.8,-0.8,6,-15,-3,1.2,0
Clc1ccc(OCCSc2ncccn2)c(Br)c1,-4,0,1,-0.1,1.8,-9,11,-4,1.9,-2
CCN1CCN(C(=O)CSc2cc(=O)n(C)c3ccccc23)CC1,5,-4,1,-0.2,-0.7,-3,2,-5,-0.7,-3
COCCNC(=O)c1cc(-c2ccc(OC)c(OC)c2)on1,-1,1,0,-0.6,-0.6,-6,15,-2,0.9,-2
C/C=C\C(=O)Nc1cccc(C2=NOC3(C2)C[C@@H](C(N)=O)N(C(=O)CC(c2ccccc2)c2ccccc2)C3)c1 (stereo partly specified),4,3,-15,-0.2,-0.2,-6,14,-3,1.6,10
Cn1c2ccccc2c2c(C(=O)NCCCN3CCCC3=O)cn(C3CCCCC3)c(=O)c21,6,0,0,0.6,-0.7,0,-1,-5,0.5,-3
CC1(C(=O)NCc2ccccc2)CSCC(=O)N1CCOc1ccccc1 (stereo unspecified),x,x,x,0.6,-1.0,x,8,x,-1.2,-1
COC(=O)c1ccccc1C(=O)N1CC(O)CO1 (stereo unspecified),-9,-2,2,1.4,-0.3,-5,-2,-3,0.4,1
CCN(CC)c1nc(Nc2ccc([N+](=O)[O-])cc2)nc(N(CC)CC)n1,-3,2,1,1.7,-0.2,5,-13,-3,5.4,-6
O=C(COc1ccc(Cl)cc1)Nc1nnc(S(=O)(=O)N2CCCCCC2)s1,-6,0,2,-0.1,-0.7,-13,-1,-4,-1.8,0
CC1CC(C)CN(C(=O)C(C)N(C)CC(=O)Nc2ccccc2Cl)C1 (stereo unspecified),13,6,1,-0.7,-0.7,2,-2,-3,-0.9,0
O=C(N/C(=C\c1cccs1)C(=O)N1CCOCC1)c1ccco1,-7,-3,1,0.9,-0.1,1,18,-4,-2.0,-2
C[C@H](CO)N1C[C@H](C)[C@@H](CN(C)C(=O)Nc2ccc(N3CCN(C)CC3)cc2)OCc2cnnn2CCCC1=O,2,-1,3,-0.4,-0.6,x,6,-1,-3.9,4
Cc1ccc2[nH]cc(C(=O)CN3CCN(C)CC3)c2c1,-5,1,0,-0.8,-0.1,-11,-7,-2,-1.9,0
COc1ccc(Nc2nc(N)nc(CSc3nncn3C)n2)cc1,-6,-2,-5,-0.5,-0.4,-1,3,-11,-0.2,3
Cc1ccc(C(=O)CSc2nc(C)cc(C)c2C(N)=O)cc1,8,0,1,-0.9,-1.3,-2,-6,-4,0.5,10
O=C(CCn1nc(-c2ccc(Cl)cc2)ccc1=O)N1CCOCC1,-5,-3,2,0.7,0.5,-6,1,2,-1.0,-10
COc1ccc(N(C(C)=O)S(=O)(=O)c2cccc3cccnc23)cc1,-6,3,0,-0.6,-0.6,0,-4,-5,1.5,2
CCOC(=O)C1CCN(C(=O)CCC2CCCC2)CC1,-1,0,3,-0.7,-0.8,1,-1,-5,-1.8,1
CC(=O)c1cccc(CN2CCC(n3nccc3NC(=O)c3ccc4c(c3)OCO4)CC2)c1,-2,-2,3,-0.7,-0.3,-15,4,3,0.1,6
COc1ccc(S(=O)(=O)N2CCCCCC2)cc1C(=O)N1CCN(C(C)=O)CC1,-5,0,-1,0.1,0.5,x,0,-2,-0.4,1
Cn1c(CCCCCN)nc2ccccc21,-8,-2,2,-0.1,-1.2,-4,1,-9,38,-3
COc1cc(Nc2ccccc2Cl)c([N+](=O)[O-])nc1[N+](=O)[O-],-9,-3,1,2.8,-1.5,6,7,-7,-3.0,-21
c1ccc(CN2CCC3CC2c2cc(N4CCCCC4)ccc23)cc1 (stereo unspecified),-7,-4,4,0.5,-2.4,x,-8,-11,2.2,-1
CN1CCN(S(=O)(=O)c2ccc3[nH]c(=O)oc3c2)CC1,5,2,7,-0.8,-0.3,-2,17,-7,-2.2,3
CCCC#Cc1cnc2c(c1)C(=O)N([C@H](C)CO)C[C@H](C)[C@@H](CN(C)C(=O)CCN1CCCCC1)O2,-4,0,10,-1.2,-1.2,x,-12,1,-0.5,0
Cc1nc2c(sc(=S)n2Cc2ccco2)c(=O)n1CC(=O)Nc1ccccc1F,-5,3,11,0.3,0.0,-6,0,-1,1.9,1
CCOc1ccc2oc(C(=O)OCC(=O)NC3CCCCC3)c(C)c2c1,-8,0,2,0.3,-0.2,-8,4,-3,0.9,-1
